FUS suppressor – suppressors of FUS proteinopathy in yeast; S. cerevisiae FUS-expressing, growth rescue, OD600, 24 h; Potency, µM (highest dose often 76.6 µM), without a hit: at the top dose growth rescue (activation), hits mostly activators; 390,000 tested, 0.24% active; AID 1347120;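 further: plate controls were DMSO vehicle for no effect and reference control for full effect; nearly all actives have a fitted effect of over 55% in size; some results filed as inactive show a strong effect at the top dose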
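Yeast expressing FUS under galactose induction, OD 0.005 in 2% galactose medium; compounds in a dilution series, 24 h at 30C. Growth rescue by absorbance at 600 nm; CP55940 positive control, DMSO negative.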
TDP43 rescue – rescues yeast growth from TDP-43 toxicity; AID 652104; Potency, µM (titrated, usually from 46.1 µM), inactives show at the highest dose growth rescue (activation), most hits filed as activators; 410,000 tested, 1.8% active; TDP-43 expressing yeast growth rescue, BacTiter-Glo, 24 h; further: % of control where 0% means no effect; nearly all actives have a fitted effect of over 50% in size
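In this qHTS, compounds that restore growth of yeast expressing TDP-43 appear as activators. Cells (OD600=0.02, galactose medium, raffinose-pregrown) are incubated with compound 24 hr at 30 deg C and growth is quantified by BacTiter-Glo.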
PTHR1 ag – agonists of human PTHR1 parathyroid hormone receptor; 410,000 tested, 0.075% active; Potency, µM (top dose mostly 115 µM), without a hit: at the highest dose activation, hits mostly activators; Q03431; HEK293 GP2 PTHR1 cells, GloSensor cAMP luminescence, 1 h; AID 743266; further: nearly all actives have a fitted effect of over 55% in size; some results filed as inactive show a strong effect at the top dose; inactives centre near -15; many of its hits are not listed in these tables
Target sequence (Q03431 whole entry, looked up): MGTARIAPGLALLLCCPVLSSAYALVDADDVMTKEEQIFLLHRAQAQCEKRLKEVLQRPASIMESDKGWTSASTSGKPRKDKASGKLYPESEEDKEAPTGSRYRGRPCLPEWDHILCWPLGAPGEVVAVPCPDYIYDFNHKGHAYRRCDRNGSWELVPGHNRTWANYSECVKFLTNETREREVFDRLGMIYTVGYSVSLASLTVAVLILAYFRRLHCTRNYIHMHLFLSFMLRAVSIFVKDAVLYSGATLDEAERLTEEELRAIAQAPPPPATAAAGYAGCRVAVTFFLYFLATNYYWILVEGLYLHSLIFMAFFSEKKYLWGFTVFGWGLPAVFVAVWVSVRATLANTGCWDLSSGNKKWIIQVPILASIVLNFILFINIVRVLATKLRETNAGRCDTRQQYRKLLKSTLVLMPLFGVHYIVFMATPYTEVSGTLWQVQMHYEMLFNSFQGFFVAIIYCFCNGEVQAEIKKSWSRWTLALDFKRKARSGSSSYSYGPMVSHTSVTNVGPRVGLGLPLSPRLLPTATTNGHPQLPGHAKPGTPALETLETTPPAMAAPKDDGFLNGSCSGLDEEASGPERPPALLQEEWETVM
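HEK-293-derived GP2 cells expressing PTHR1 and a GloSensor cAMP reporter, 3,000/well, plated overnight, given luciferin plus IBMX (each 0.5 mM as added) for 1 h at 37 °C, then compound for 1 h at 37 °C. Luminescence was read after 15 min at room temperature.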
EPAC1 agonist – activates human EPAC1 exchange factor; O95398; EPAC1 agonist qHTS, biochemical assay; response scale: 100% = response to 6.5 mM cAMP; 360,000 tested, 0.073% active; Potency, µM (titrated, usually from 154 µM), inactives show at the highest dose activation, most hits filed as activators; further: nearly all actives have a fitted effect of over 60% in size
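Normalized to 6.5 mM cAMP, activity reflects EPAC1-catalysed release of BODIPY-GDP from Rap1B, followed kinetically over 30 min at 480 nm excitation, 540 nm emission. Reaction contained 100 nM EPAC1, 250 nM Rap1B-BODIPY-GDP, 50 uM GDP.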
aSyn rescue – alpha-synuclein toxicity inhibition in yeast. Yeast expressing alpha-synuclein, growth rescue, BacTiter-Glo, 24 h. Potency, µM (highest dose often 46.1 µM), for inactives: top-dose growth rescue (activation), actives largely listed as activators. 370,000 tested, 0.14% active. AID 652106; further: % of control where 0% means no effect; nearly all actives have a fitted effect of over 65% in size
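Readout is rescue of growth in alpha-synuclein-expressing yeast, so inhibitors of toxicity appear as activators. Growth after 24 hr at 30 deg C in galactose medium is quantified by luminescence.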
EPAC1 antag – antagonists of human EPAC1; EPAC1 GEF assay, Rap1b-BODIPY-GDP exchange fluorescence; Potency, µM (highest dose often 115 µM), without a hit: top-dose activity change, negative = inhibition, usual class: inhibitors; 360,000 tested, 0.14% active; AID 720709;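 further: plate controls were vehicle for no effect and positive control for full effect; nearly all actives have a fitted effect of over 50% in size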
EPAC2 antagonist – blocks human EPAC2 exchange factor; Q8WZA2; EPAC2 GEF exchange of Rap1B-BODIPY-GDP, fluorescence; 360,000 tested, 0.18% active; Potency, µM (top dose mostly 114 µM), for the others: at the highest dose activity, negative = inhibition, most hits filed as inhibitors; further: on the % scale 0 is the no-effect control and ±100 the full control effect; nearly all actives have a fitted effect of over 45% in size; many of its hits are not listed in these tables
EPAC2 agonist – activates human EPAC2 exchange factor; EPAC2 activation, biochemical qHTS; response scale: 100% = 6.5 mM cAMP response; Potency, µM (doses to about 154 µM), for inactives: at the top dose activation, hits mostly activators; 360,000 tested, 0.079% active; further: nearly all actives have a fitted effect of over 50% in size
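Fluorescence exchange assay: 100 nM EPAC2 with 250 nM RAP1B-BODIPY-GDP and 50 uM GDP; compounds tested as a concentration-titration series (qHTS). Loss of Rap1-bound BODIPY-GDP fluorescence read at 480/540 nm; data normalized to 6.5 mM cAMP.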
* hit, by the source's call; i = inactive; ? = inconclusive; . = no result given; & = joins results of further samples; [ ] = remark or other dose. The call rests on the fitted dose curve; in most records, active means well fitted curve in the direction sought with a large enough effect; inconclusive means small, poorly fitted or top-dose-only effect, or another doubt; inactive means no such curve, though single readings can be large; an effect the other way counts as inactive or inconclusive. Potency means the concentration at half of the fitted maximal effect. An excerpt (hit frequency here may not be typical).

| Structure | aSyn rescue | FUS suppressor | EPAC2 agonist | PTHR1 ag | EPAC1 antag | TDP43 rescue | EPAC1 agonist | EPAC2 antagonist |
| --- | --- | --- | --- | --- | --- | --- | --- | --- |
| Cc1ccc(OCC(=O)NC(=S)Nc2ccc(Br)cn2)cc1 | -6% | 2% | 4% | i | -4% | 8% | 7% | 6% |
| Cc1c(C(=O)NC2CCC(C)CC2)oc2ccccc12 (configuration not stated) | -3% | 15% | 2% | -26% | 1% | 11% | -5% | -2% |
| CCCCn1c(N)c(N(CCOC)C(=O)c2ccc(F)c(S(=O)(=O)N3CCOCC3)c2)c(=O)[nH]c1=O | -11% | -2% | 7% | -16% | 0% | 26% | -5% | 23% |
| O=C(NCCN1C(=O)S/C(=C/c2cccnc2)C1=O)c1ccc(S(=O)(=O)N2CCCC2)cc1 | 5% | 24% | 4% | i | -7% | -5% | 9% | 7% |
| COc1ccc(-n2c(Cc3cccn3C)nnc2SCC(=O)N2CCC(C)CC2)cc1 | 2% | 9% | 8% | -13% | -11% | 0% | -3% | 5% |
| Cc1ccc(/C=N/NC(=O)CC2N=C(Cc3ccccc3)NNC2=O)cc1 (configuration not stated) | -4% | . | 1% | i | -3% | 18% | -5% | 3% |
| Cc1cc(C)nc(NC(=O)C(c2ccccc2)c2ccccc2)c1 | -3% | 0% | -5% | i | -17% | 15% | 20% | -7% |
| CCOC(=O)c1c(NC(=O)CCC(=O)N(CC)CC)sc2c1CC(C)(C)OC2 | -5% | 23% | -4% | i | ? | -11% | -7% | -2% |
| CCN(c1ccc(NC(=O)COC(=O)C(C)N=C2NS(=O)(=O)c3ccccc32)cc1)C(C)C (configuration not stated) | 0% | 11% | -4% | -21% | -26% | -28% | -6% | -16% |
| COc1cc(C(=O)NCCCCCCNC(=O)c2cc(OC)c(OC)c(OC)c2)cc(OC)c1OC | -3% | -37% | 4% | -8% | 4% | 1% | 4% | 6% |
| COc1ccc(-c2nnc(SCC(=O)Nc3c(Cl)cc(Cl)cc3C(=O)O)o2)cc1 | -5% | 21% | 11% | -8% | -7% | 0% | 2% | -2% |
| CC1Cc2ccccc2N1c1ncnc2nc[nH]c12 (configuration not stated) | -10% | -26% | -5% | i | -14% | 20µM* | -9% | -14% |
| COc1ccc(OC)c(S(=O)(=O)N2CCC(C(=O)N3CCOCC3)CC2)c1 | -3% | 19% | 5% | i | -11% | -6% | 6% | 6% |
| Cc1ccc(S(=O)(=O)N2CCN(C(=O)COc3ccc(-c4nnco4)cc3)CC2)cc1 | -6% | 36% | -3% | -18% | -7% | 4% | 4% | -6% |
| C#CC(CC)(CC)NC(=O)Nc1ccccc1C(=O)OC | 0% | -17% | 7% | -22% | 0% | 26% | 8% | -12% |
| CCN(CC)CCNC(=O)c1ccc2c(=O)n(C3CCCC3)c(=S)[nH]c2c1 | -26% | 6% | -1% | i | 13% | -26% | 5% | 23% |
| O=S(=O)(NC1=NCCCCC1)c1ccc2sc(NS(=O)(=O)c3ccc4ccccc4c3)nc2c1 | 1% | ? | -1% | -10% | ? | 16% | 4% | ? |
| O=C1NC(=O)C2(COC(c3ccccc3Cl)OC2)S1 (configuration not stated) | 10% | -4% | 3% | i | 6% | 19% | 9% | 1% |
| Cc1ccc(C(=O)N2CCN(c3ccc(F)cc3)CC2)cc1S(=O)(=O)N1CCCCC1 | 10% | . | 10% | -57%[inhibitor] | -24% | ? | 7% | -8% |
| O=C1Nc2ccccc2C1=Nc1ccc2[nH]c3ccccc3c2c1 | -2% | . | 14% | -23% | -11% | 5% | -3% | -9% |
| COc1cc(C(=O)N/C(=C/c2ccc(F)cc2)C(=O)NC(C(=O)O)c2ccccc2)cc(OC)c1OC (configuration not stated) | -2% | 0% | 2% | -21% | -21% | -8% | -14% | 3% |
| Cc1cc(C)cc(NC(=S)N2CCC(NC(=O)C3CCCCC3)CC2)c1 | -3% | 9% | 10% | -33%[inhibitor] | -18% | 11% | 1% | 5% |
| NC(=O)c1ccsc1NC(=O)COC(=O)Cc1ccccc1Cl | -22% | -2% | 9% | -33%[inhibitor] | 0% | 0% | 10% | 0% |
| COc1ccc(NC(=O)Nc2ncccc2C)cc1 | -24% | -5% | 12% | i | 0% | -6% | 3% | 5% |
| O=C(c1ccc2c3c(cccc13)CC2)C1CCCN(Cc2ccncc2)C1 (configuration not stated) | 30% | 1% | 18% | -30%[inhibitor] | -14% | 10% | -10% | -11% |
| O=C(NNC(=S)Nc1ccc(OC(F)F)cc1)c1cc2c(s1)CCCC2 | -1% | 18% | -4% | -20% | -19% | 15% | -1% | -10% |
| COc1ccc(/C=C/C(=O)NCC(=O)N/N=C(/C)c2ccco2)cc1 | 0% | 12% | 0% | i | ? | 4% | -4% | -5% |
| O=C(NCCc1ccccc1)c1ccc2nccnc2c1 | -2% | 8% | 0% | -25% | 15% | 5% | 0% | 8% |
| O=C(/C=C/Nc1ccc(F)cc1F)c1ccc(Br)cc1 | 4% | 14% | -13% | -18% | -5% | 27% | -4% | 1% |
| CCCCNC(=O)Cn1cnc2ccc(S(=O)(=O)N3CCC(C)CC3)cc2c1=O | 1% | 25% | -8% | i | ? | -19% | 0% | -13% |

(cont.)
| Structure | aSyn rescue | FUS suppressor | EPAC2 agonist | PTHR1 ag | EPAC1 antag | TDP43 rescue | EPAC1 agonist | EPAC2 antagonist |
| --- | --- | --- | --- | --- | --- | --- | --- | --- |
| COCCN1C(=O)c2ccc(C(=O)NCc3cccnc3)cc2C1=O | -4% | 11% | 2% | ? | 4% | -34%[inhibitor] | 5% | -1% |
| O=C1NC(c2ccccc2)=NC1(NS(=O)(=O)c1ccc(Cl)cc1)C(F)(F)F (configuration not stated) | 1% | . | 2% | -1% | -11% | 19% | -1% | 0% |
| CCC(c1nc2ccccc2[nH]1)n1c(-c2ccc3ccccc3c2)nc2ccccc21 (configuration not stated) | 1% | ? | 5% | -22% | -6% | 10% | 15% | -1% |
| O=C(NCc1cccnc1)C1CCCN(S(=O)(=O)c2ccccc2)C1 (configuration not stated) | -10% | 5% | 10% | 7%[57.5 µM] | -11% | -10% | 4% | -4% |
| COc1cccc(CN(C)C(=O)c2ccc3nccnc3c2)c1 | -8% | ? | -8% | i | -21% | -6% | -8% | 13% |
| Cc1cc2ncn(/N=C/c3ccc([N+](=O)[O-])o3)c2cc1C | ? | 38% | 4% | -15%[57.5 µM] | -16% | 8.9µM* | 1% | -7% |
| OC(c1ccc(F)c(F)c1)c1ncc(-c2ccc(Cl)cc2)[nH]1 (configuration not stated) | 14% | -15% | 15% | -13% | -27% | 21% | -23% | -17% |
| Cc1ccc(S(=O)(=O)N2C(c3ccccc3)CC(=O)C3CN(S(=O)(=O)c4ccc(Cl)cc4)C(c4ccccc4)CC32)cc1 (configuration not stated) | 1% | ? | 8% | 0% | 2% | 3% | 9% | 13% |
| O=c1c2ccccc2c(/C=N/c2nnc(Cc3ccccc3)s2)c(O)n1-c1ccc(Cl)cn1 | -13% | 42% | 12% | -19% | -24% | ? | -7% | 10% |
| O=C(CC1SC(N2CCCC2)=NC1=O)Nc1ccc(C(=O)Nc2ncccc2O)cc1 (configuration not stated) | 1% | 16% | 3% | i | -1% | -20% | 15% | 9% |
| O=C(NCCCO)NC(=S)c1cccc2ccccc12 | -1% | 13% | 3% | -3% | -10% | -9% | -10% | 0% |
| Cc1c(C(=O)Nc2ccc(F)c(F)c2)oc2ccc(S(=O)(=O)N3CCCCC3)cc12 | 3% | -10%&11% | 8% | -80%[inhibitor] | 2% | 2%&-10% | 7% | -9% |
| CCOc1ccc(NC(=O)C2C3C=CC4(CN(C(C(=O)OC)C(C)C)C(=O)C24)O3)cc1 (configuration not stated) | -4% | 2% | 14% | 28% | -6% | -13% | -3% | 28% |
| Cc1nn(Cc2ccc(Cl)cc2Cl)c(C)c1NC(=O)Cn1nc([N+](=O)[O-])c(Cl)c1C | 7% | 8% | 1% | -24% | -6% | 8% | 3% | -5% |
| O=C(NN=C1CCCC1)c1ccc(O)cc1 | 0% | -21% | 9% | -1% | -12% | 15% | 10% | 9% |
| CC1CCN(C(=O)NC(=O)c2ccc(Cl)cc2)CC1 | 1% | 8% | 13% | i | -3% | -23% | 6% | 3% |
| Cn1c(C(=O)NC2CC2)cc(=O)n(C)c1=O | 0% | 0% | 2% | -41% | 3% | -22% | 9% | 4% |
| Cc1onc(-c2ccccc2)c1C(=O)n1cc(Br)cn1 | 0% | 14% | -3% | i | 1% | -37%[inhibitor] | -2% | 0% |
| C=C(C)[C@@H]1CC=C(CN2CCN(Cc3ccccc3)CC2)CC1 | 7% | 8% | 7% | -71%[inhibitor] | -7% | -9% | 5% | 3% |
| COc1ccc(/C=C2/SC(=S)N(c3ccc(S(=O)(=O)Nc4nccs4)cc3)C2=O)cc1 | 6% | 39% | -7% | -8% | 71µM* | -18% | 7% | 0% |
| COc1ccccc1C(C)NC(=O)c1cc(S(=O)(=O)N2CCCCC2)ccc1C (configuration not stated) | -7% | 30% | 16% | -55%[inhibitor] | -2% | -10% | 6% | 11% |
| Cc1ccc(S(=O)(=O)N(CC(=O)NCc2ccco2)Cc2ccccc2F)cc1 | 8% | . | 4% | i | -16% | ? | 4% | -1% |
| COc1cc(/C=C/C(=O)O)cc(S(=O)(=O)NC2CC2)c1OC | -3% | . | -2% | i | 8% | -17% | -5% | 7% |
| COc1cccc(C2=NCCc3cc4c(cc32)OCO4)c1OC | -4% | -9% | 5% | i | 0% | -6% | 6% | -1% |
| CCCCC(=O)N(C)c1c(C)nc2ccc(C(=O)N3CCN(C(C)=O)CC3)cn12 | 3% | -22% | 3% | i | 2% | 13% | 3% | 7% |
| COc1ccc(-c2nc3c(C)cc(Br)cn3c2Cc2ccc(C)cc2)cc1OC | 25% | ? | 2% | 1% | 1% | 0% | -6% | 6% |

Ordered by value in PTHR1 ag (descending): some entries from above
mol | FUS suppressor | PTHR1 ag | EPAC1 antag | EPAC2 antagonist
COc1ccc(/C=C2/SC(=S)N(c3ccc(S(=O)(=O)Nc4nccs4)cc3)C2=O)cc1 | 39% | -8% | 71µM* | 0%
CCC(c1nc2ccccc2[nH]1)n1c(-c2ccc3ccccc3c2)nc2ccccc21 (configuration not stated) | ? | -22% | -6% | -1%
Cc1nn(Cc2ccc(Cl)cc2Cl)c(C)c1NC(=O)Cn1nc([N+](=O)[O-])c(Cl)c1C | 8% | -24% | -6% | -5%

Screens: PubChem, National Center for Advancing Translational Sciences (NCATS)
